Compound activity (PubChem)
mIDH1 inhibitor: blocks human mutant IDH1 R132H enzyme; O75874; IDH1-R132H enzyme, NADPH consumption, diaphorase/resazurin fluorescence; Potency, µM (series often up to 76.6 µM), for inactives: at the highest dose activity change, negative = inhibition, usual class: inhibitors; hit rate 0.093% among 390,000; further: potency means the concentration at half of the fitted maximal effect; on the % scale 0 is the no-effect control and ±100 the full control effect; nearly all actives have a fitted effect of over 65% in size
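IDH1-R132H (0.5 ug/mL) preincubated 30 min with compound, then NADPH (0.016 mM) and alpha-KG (2 mM) added; 80 min at RT, pH 7.5. Remaining NADPH coupled via diaphorase/resazurin to fluorescence (540/590 nm); concentration-response curves normalized to no-enzyme control.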
USP1-UAF1 inh: USP1/UAF1 (human) deubiquitinase inhibition | O94782 | recombinant USP1/UAF1, Ub-Rhodamine cleavage fluorescence | Potency, µM (highest dose often 57.1 µM), for the others: at the highest dose activity change, negative = inhibition, hits mostly inhibitors | hit rate 0.23% among 390,000; further: potency means the concentration at half of the fitted maximal effect; on the % scale 0 is the no-effect control and ±100 the full control effect; nearly all actives have a fitted effect of over 60% in size; inactives centre near -12
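USP1/UAF1 complex (1 nM) preincubated 15 min at room temperature with compound, then Ub-Rho substrate (150 nM final) added. Kinetic fluorescence at 480/540 nm over 6 reads at 60 s intervals; 50 mM HEPES pH 7.8, 0.5 mM EDTA, 0.1 mg/ml BSA, 1 mM TCEP, 0.01% Tween-20.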
Vif-A3G inh: inhibitors of Vif-APOBEC3G interaction; Q9HC16; HeLa A3G-eYFP + Vif (tagged APOBEC3G with the HIV-1 protein that degrades it), YFP fluorescence, overnight; Potency, µM (top dose mostly 46.1 µM), inactives show top-dose activity, negative = active, hits mostly inhibitors; hit rate 0.076% among 410,000;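 further: potency means the concentration at half of the fitted maximal effect; on the % scale 0 is the no-effect control and ±100 the full control effect; nearly all actives have a fitted effect of over 60% in size; hits raise eYFP signal because A3G escapes Vif-driven loss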
Target sequence (Q9HC16 whole entry, looked up): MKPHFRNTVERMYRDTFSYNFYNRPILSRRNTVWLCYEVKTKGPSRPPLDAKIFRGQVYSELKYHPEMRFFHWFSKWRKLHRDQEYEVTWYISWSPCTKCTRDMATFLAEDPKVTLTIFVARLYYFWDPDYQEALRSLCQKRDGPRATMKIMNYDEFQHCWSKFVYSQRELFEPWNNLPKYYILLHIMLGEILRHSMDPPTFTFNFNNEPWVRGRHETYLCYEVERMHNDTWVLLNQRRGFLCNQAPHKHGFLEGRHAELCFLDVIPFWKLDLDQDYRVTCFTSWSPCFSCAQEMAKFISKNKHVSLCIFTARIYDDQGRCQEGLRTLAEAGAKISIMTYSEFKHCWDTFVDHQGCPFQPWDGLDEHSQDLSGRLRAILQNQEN
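Read-out is eYFP fluorescence (Ex 488/Em 500-530) from Vif-expressing HeLa A3G-eYFP cells; more signal means A3G escaped Vif-mediated degradation. Cells plated overnight, compound pinned in, incubated overnight at 37 deg C.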
TrxR1 substrate: is turned over as a substrate by rat TrxR1. Potency, µM (top dose mostly 114 µM), for inactives: at the top dose activity change, negative = substrate turnover. hit rate 0.01% among 390,000. purified TrxR1 substrate turnover, NADPH consumption readout; further: potency means the concentration at half of the fitted maximal effect; on the % scale 0 is the no-effect control and ±100 the full control effect; nearly all actives have a fitted effect of over 50% in size
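Rat TrxR1, dispensed at 90 nM, was prereduced with 400 uM NADPH (final) for 5 min at ~22 deg C, then incubated with compound 15 min before 400 uM selenite. A first-read NADPH fluorescence drop versus no-compound background flagged substrates.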
LDHA block: blocks human lactate dehydrogenase A; P00338; purified LDHA, NADH/diaphorase-resazurin fluorescence; active compounds read low; activity change, % (values are at about 110 or 230 µM); hit rate 0.15% among 480,000; in the data active means activity change below about -30%; inconclusive means mostly about -25% to -30%;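 further: plate controls were DMSO wells for no effect and wells without enzyme for full effect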
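Human LDH5 (2 nM) was incubated with 0.06 mM NADH and 0.2 mM pyruvate for 5 min at room temperature in Tris pH 7.4. Remaining NADH was coupled through diaphorase/resazurin, and resorufin fluorescence was read at 0 and 20 min.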
Glioma ERSR ind: induces the endoplasmic reticulum stress response in human glioma cells | U87-MG GRP78 promoter luciferase reporter, 16 h | Potency, µM, for inactives: at the top dose activation, most hits filed as activators | hit rate 0.02% among 420,000 | AID 602332; further: potency means the concentration at half of the fitted maximal effect; series mostly up to about 76 µM; % of control where 0% means no effect; nearly all actives have a fitted effect of over 35% in size
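Stably transfected U87-MG human glioma cells carrying a GRP78-based luminescent sensor were seeded at 1000 cells/well, pin-dosed with compounds and incubated 16 h. Luciferase reagent was then added, and end-point luminescence was read after 10 min at room temperature.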
PI4K2A block: inhibitors of human PI4K2A; Q9BTU6; AID 1346378; hit rate 0.13% among 420,000; purified PI4K2A, ADP-Glo luminescence, 1 h; active compounds read low; activity change, negative = inhibition, % at 76.9 µM; in the data active means activity change below about -50%; inconclusive means mostly about -30% to -49%;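 further: -100% = wells without enzyme as full effect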
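PI4K2A activity was measured by ADP-Glo luminescence: enzyme (4 ug/mL stock) and phosphatidylinositol (1.2 mM stock) in Tris pH 7.5/MgCl2/EGTA/Triton X-100 buffer were reacted with ATP (300 microM stock) for one hour at ambient temperature.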
RXFP1 agonist: RXFP1 (human) receptor agonism; Q9HBX9; HEK293T-RXFP1 cAMP TR-FRET, 30 min; response scale: percent of porcine relaxin response, buffer zero; Potency, µM (doses to about 57.5 µM), without a hit: at the top dose activation, usual class: activators; hit rate 0.3% among 370,000; AID 2676; further: potency means the concentration at half of the fitted maximal effect; on the % scale 0 is the no-effect control and ±100 the full control effect; nearly all actives have a fitted effect of over 60% in size; many of its hits are not listed in these tables
Target sequence (Q9HBX9 whole entry, looked up): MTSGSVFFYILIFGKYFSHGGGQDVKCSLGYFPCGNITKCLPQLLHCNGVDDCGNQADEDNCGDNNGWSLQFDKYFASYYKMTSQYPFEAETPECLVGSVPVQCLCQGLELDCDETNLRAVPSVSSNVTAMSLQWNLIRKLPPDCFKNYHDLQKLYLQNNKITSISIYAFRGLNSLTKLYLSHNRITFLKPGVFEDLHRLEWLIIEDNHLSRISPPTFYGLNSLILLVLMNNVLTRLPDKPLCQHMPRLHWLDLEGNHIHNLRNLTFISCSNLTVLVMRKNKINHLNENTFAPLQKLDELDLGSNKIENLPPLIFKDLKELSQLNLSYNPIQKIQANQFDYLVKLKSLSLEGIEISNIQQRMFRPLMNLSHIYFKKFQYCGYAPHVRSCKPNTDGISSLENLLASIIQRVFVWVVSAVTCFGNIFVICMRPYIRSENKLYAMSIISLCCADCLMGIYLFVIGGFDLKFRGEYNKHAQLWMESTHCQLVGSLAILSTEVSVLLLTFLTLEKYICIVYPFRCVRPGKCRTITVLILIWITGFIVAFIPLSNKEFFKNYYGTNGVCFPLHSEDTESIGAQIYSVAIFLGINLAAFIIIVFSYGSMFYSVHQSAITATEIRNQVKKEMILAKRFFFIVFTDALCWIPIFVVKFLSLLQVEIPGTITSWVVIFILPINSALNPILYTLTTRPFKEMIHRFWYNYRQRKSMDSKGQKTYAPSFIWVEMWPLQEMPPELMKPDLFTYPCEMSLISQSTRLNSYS
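HEK293T cells stably expressing RXFP1 were pretreated with the PDE4 inhibitor Ro 20174, exposed to compounds for 30 min at 37C, lysed, and cAMP was read by TR-FRET. Data normalized to buffer (basal) and 29 nM porcine relaxin (100%).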
Vif-APOBEC3F blk: blocks the Vif interaction with APOBEC3F; Potency, µM (top dose mostly 46.1 µM), for the others: at the top dose activity, negative = active; AID 602313; HeLa A3F-eYFP + Vif (tagged APOBEC3F with the HIV-1 protein that degrades it), YFP fluorescence increase; hit rate 0.2% among 390,000; further: potency means the concentration at half of the fitted maximal effect; % of control where 0% means no effect; nearly all actives have a fitted effect of over 65% in size
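HeLa cells stably expressing A3F-eYFP plus Vif, plated and incubated overnight at 37 deg C, then exposed to compounds overnight at 37 deg C. Blocked degradation read as raised yellow fluorescence (Ex 488/Em 500-530).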
* hit, by the source's call; u = inconclusive; x = no result given; & = joins results of further samples; [ ] = dose if it differs, or a comment. Unless noted, the call rests on the fitted dose curve; in most records, active means well fitted curve in the direction sought with a large enough effect; inconclusive means small, poorly fitted or top-dose-only effect, or another doubt; inactive means no such curve, though single readings can be large; an effect the other way counts as inactive or inconclusive. Not all compounds are listed (hit frequency here may not be typical).

SMILES	mIDH1 inhibitor	USP1-UAF1 inh	Vif-A3G inh	TrxR1 substrate	LDHA block	Glioma ERSR ind	PI4K2A block	RXFP1 agonist	Vif-APOBEC3F blk
CC(C)Cn1c2c(c(=O)[nH]c1=O)C(C(F)(F)F)(C(F)(F)F)N=C(CCC1CCCCC1)N2	-7%	-16%	-4%	16%[57.1 µM]	-5	-3%	-1	8.7%	-28%
O=S(=O)(Nc1ccc(NS(=O)(=O)c2ccccc2)cc1)c1ccccc1	-7%	-24%	-7%	x	4	-3%	-2	x	-2%
Cc1cc(NC(=O)COC(=O)c2ccc(S(=O)(=O)N3CCCC3)cc2)no1	1%	-18%	3%	5%	1	-4%	-6	-0.8%	2%
Cc1onc(-c2c(F)cccc2Cl)c1C(=O)OCc1cnc(Cl)s1	4%	-21%	0%	6%	0	-1%	-1	0.8%	-1%
O=C(NNC(=O)C(O)c1ccccc1)NC1CCCCC1 (stereo not drawn)	-16%	-18%	-1%	0%	-11	-1%	-5	2.7%	-12%
C=CCn1c(SCC#N)nc2sc(CC)cc2c1=O	1%	-29%	-9%	2%	-1	-2%	4	-0.4%	0%
O=C(Cc1ccc2c(c1)OCCO2)Nc1cccc(S(=O)(=O)N2CCOCC2)c1	3%	-21%	0%	2%	-5	-3%	5	-0.9%	10%
CN1c2ccc([N+](=O)[O-])cc2N(C)C1(C)c1ccccc1 (stereo not drawn)	1%	-11%	-15%	2%	0	-6%	-6	-2.8%	-6%
Cn1cc(C(=O)c2ccccc2)cc1-c1nc2ccccc2n1C	6%	-20%	-1%	0%	-4	-4%	15	-1.4%	-3%
Cc1ccccc1CSc1nnc2[nH]c(=O)cc(-c3ccccc3)n12	-9%	-6%	-3%	10%[57.1 µM]	-2&-6	-3%	2	1.4%	5%
Cc1ccc(CN(c2ccc(C(=O)N3CCc4ccccc4C3)cc2)S(C)(=O)=O)cc1	4%	-18%	1%	0%	-3	-2%	6	0.9%	-7%
CC(C)CCn1c(=O)c2sccc2n2c(CCCC(=O)Nc3ccc(F)c(Cl)c3)nnc12	-1%	-18%	5%	-9%	-5	8%	2	-0.5%	0%
Cc1nn(-c2ccccc2)c2[nH]c(=O)c(CNc3ccc(N4CCOCC4)cc3)cc12	16%	-15%	1%	4%[57.1 µM]	22	-9%	-20	-0.9%	-9%
COc1ccccc1-c1c(C)nn2c(N3CCC(C)CC3)cc(C)nc12	-4%	-7%	0%	-1%	0	-1%	-9	0.0%	13%
COc1ccc(N2CCN(C(=O)c3ccccc3Br)CC2)c([N+](=O)[O-])c1	9%	-12%	-1%	0%	2	4%	-6	-0.2%	6%
COc1cc(C2c3cc4c(cc3CC3COC(=O)N32)OCO4)cc(OC)c1OC (stereo not drawn)	4%	-7%	u	4%[11.4 µM]	1	-4%	-1	x	-7%
CCOC(=O)C1CCN(c2c(N3CCN(c4ccccc4OC)CC3)c(=O)c2=O)CC1	-5%	-6%	-1%	1%	-1	-2%	-2	8.2%	-6%
CC1CCc2c(sc(NC(=O)c3cccn3C)c2C(N)=O)C1 (stereo not drawn)	3%	-9%	0%	0%[2.29 µM]	3	9%	-10	x	-18%
C[C@@H]1C=CC(=O)O[C@@H]1c1ccc(Cl)cc1	2%	-9%	-22%	0%	-8	-8%	5	-2.5%	1%
CCCCn1c(=O)[nH]c(=O)c2c1nc(-c1ccc(OCC)cc1)n2CC	9%	-13%	1%	47%[activator]	-5	-3%	6	3.9%	16%

Next part, starting with the last two of the part before.
SMILES	mIDH1 inhibitor	USP1-UAF1 inh	Vif-A3G inh	TrxR1 substrate	LDHA block	Glioma ERSR ind	PI4K2A block	RXFP1 agonist	Vif-APOBEC3F blk
C[C@@H]1C=CC(=O)O[C@@H]1c1ccc(Cl)cc1	2%	-9%	-22%	0%	-8	-8%	5	-2.5%	1%
CCCCn1c(=O)[nH]c(=O)c2c1nc(-c1ccc(OCC)cc1)n2CC	9%	-13%	1%	47%[activator]	-5	-3%	6	3.9%	16%
Cc1ccc(CNS(=O)(=O)c2ccc(C(F)(F)F)cc2)n1C	2%	-4%	0%	-2%	-21	-6%	-3	0.3%	-15%
Fc1ccc(/C=N/c2c(-c3ccc(F)cc3)nc3n2CCS3)cc1	4%	1%	-7%	7%[57.1 µM]	-1	-2%	-1	2.1%	1%
NS(=O)(=O)c1ccc(CNC(=O)Cc2ccccc2[N+](=O)[O-])cc1	-2%	-14%	2%	9%[2.29 µM]	2	-2%	5	7.4%	1%
CCOc1ccc(-c2csc(NC(=O)c3ccco3)n2)cc1	-1%	-24%	6%	-5%	-14	2%	0	2.1%	11%
CC(C(=O)NC1C=CS(=O)(=O)C1)N1C(=O)/C(=C/c2cccc(Cl)c2)SC1=S (stereo not drawn)	-8%	-27%	-14%	-2%	-2	20%	-2	1.2%	-12%
COc1ccc(CN2CCN(C(=O)c3ccccc3C(=O)c3ccccc3)CC2)cc1F	15%	-16%	1%	x	0	-2%	0	x	3%
OCCOc1nnnn1-c1ccccc1	-1%	0%	1%	-4%	-8	0%	1	1.3%	0%
N#Cc1nc(Cc2ccccc2)oc1NCCc1ccccc1	0%	-8%	0%	-3%	3	5%	4	0.4%	2%
NC(=O)c1nnn(-c2ccccc2)c1N	4%	-12%	-3%	10%[57.1 µM]	-4	-3%	1	0.7%	2%
Cc1cc(C)c(NC(=O)CSc2nnc(CNC(=O)c3ccccc3F)o2)c(C)c1	-3%	-17%	2%	-2%	-2	-6%	-3	-0.8%	1%

Shown in markdown: 11 of the compounds above
| molecule | mIDH1 inhibitor | USP1-UAF1 inh | Vif-A3G inh | TrxR1 substrate | LDHA block | Glioma ERSR ind | PI4K2A block | RXFP1 agonist | Vif-APOBEC3F blk |
| --- | --- | --- | --- | --- | --- | --- | --- | --- | --- |
| CC(C)Cn1c2c(c(=O)[nH]c1=O)C(C(F)(F)F)(C(F)(F)F)N=C(CCC1CCCCC1)N2 | -7% | -16% | -4% | 16%[57.1 µM] | -5 | -3% | -1 | 8.7% | -28% |
| O=S(=O)(Nc1ccc(NS(=O)(=O)c2ccccc2)cc1)c1ccccc1 | -7% | -24% | -7% | x | 4 | -3% | -2 | x | -2% |
| Cc1cc(NC(=O)COC(=O)c2ccc(S(=O)(=O)N3CCCC3)cc2)no1 | 1% | -18% | 3% | 5% | 1 | -4% | -6 | -0.8% | 2% |
| Cc1onc(-c2c(F)cccc2Cl)c1C(=O)OCc1cnc(Cl)s1 | 4% | -21% | 0% | 6% | 0 | -1% | -1 | 0.8% | -1% |
| O=C(NNC(=O)C(O)c1ccccc1)NC1CCCCC1 (stereo not drawn) | -16% | -18% | -1% | 0% | -11 | -1% | -5 | 2.7% | -12% |
| C=CCn1c(SCC#N)nc2sc(CC)cc2c1=O | 1% | -29% | -9% | 2% | -1 | -2% | 4 | -0.4% | 0% |
| O=C(Cc1ccc2c(c1)OCCO2)Nc1cccc(S(=O)(=O)N2CCOCC2)c1 | 3% | -21% | 0% | 2% | -5 | -3% | 5 | -0.9% | 10% |
| CN1c2ccc([N+](=O)[O-])cc2N(C)C1(C)c1ccccc1 (stereo not drawn) | 1% | -11% | -15% | 2% | 0 | -6% | -6 | -2.8% | -6% |
| Cn1cc(C(=O)c2ccccc2)cc1-c1nc2ccccc2n1C | 6% | -20% | -1% | 0% | -4 | -4% | 15 | -1.4% | -3% |
| Cc1ccccc1CSc1nnc2[nH]c(=O)cc(-c3ccccc3)n12 | -9% | -6% | -3% | 10%[57.1 µM] | -2&-6 | -3% | 2 | 1.4% | 5% |
| Cc1ccc(CN(c2ccc(C(=O)N3CCc4ccccc4C3)cc2)S(C)(=O)=O)cc1 | 4% | -18% | 1% | 0% | -3 | -2% | 6 | 0.9% | -7% |

Carrying on.
SMILES	mIDH1 inhibitor	USP1-UAF1 inh	Vif-A3G inh	TrxR1 substrate	LDHA block	Glioma ERSR ind	PI4K2A block	RXFP1 agonist	Vif-APOBEC3F blk
FC(F)(F)c1cc(-c2ccc(Cl)cc2)nc2ncnn12	-1%	-3%	-4%	142%[activator]	-4	-5%	0	2.7%	1%
CCCNC(=O)CSc1cn(CC(=O)N2CCCCCC2)c2ccccc12	21%	-14%	3%	1%	-12	-3%	0	-1.9%	-3%
CN(Cc1c(F)cccc1Cl)C(=O)c1cccc(S(=O)(=O)N2CCN(Cc3ccccc3)CC2)c1	-12%	1%	1%	-6%	-3	-1%	3	x	-2%
CC1(C)CC(=O)C2=C(C1)Nc1ccccc1NC2c1ccc2c(c1)OCO2 (stereo not drawn)	0%	-11%	0%	-4%	-2	-3%	-2	0.7%	0%
C[C@H]1CN([C@@H](C)CO)C(=O)c2cc(Br)cnc2O[C@H]1CN(C)S(=O)(=O)c1ccccc1F	-6%	14%	3%	x	-12	-4%	-3	x	6%
CCNC(=O)NS(=O)(=O)c1cnccc1Nc1cccc(Cl)c1	2%	1%	-1%	-9%	-1	-4%	-1	1.8%	4%
COc1ccc(-c2cc(C(=O)Nc3ccccc3SC)no2)cc1	0%	-19%	-8%	4%	0	-1%	3	0.4%	-1%
CCCOc1cc2c(C#N)c(N3CCCC3)nc(N)c2c(N)n1	-13%	28µM*	-4%	34%	-2	0%	-13	x	5%
